Candida biofilm: clotrimazole potentiators killing Candida biofilms, primary screen, with clotrimazole, Alamar Blue; inhibition, % at 6 µM; C. albicans biofilm + clotrimazole; hit rate 0.14% among 85,000;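 active = inhibition above 20%; inactive = inhibition below 20%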;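 also: preformed 24 hr biofilms exposed to compound for 48 hr; 0% = biofilm without compound and 100% = blank killed by clotrimazole plus chlorhexidine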
sEH inhibitor: soluble epoxide hydrolase inhibitors, primary screen, biochemical, human sEH; hit rate 0.34% among 91,000; AID 707, 2007; inhibition, % at 2 µM; Bifunctional epoxide hydrolase 2 (Homo sapiens), P34913; recombinant human sEH enzymatic activity assay; in the data active = inhibition above about 80%; also: values of inactives mirror those of a sister screen read the other way; many of its hits are not listed in these tables
ERb coact inh: inhibitors of ERβ-SRC1 coactivator interaction, primary screen, biochemical, TR-FRET, ERβ LBD, SRC-1 peptide; TR-FRET ER-beta LBD / SRC1-Cy5 peptide binding; receptor agonist-loaded with 1 µM estradiol; hit rate 1.3% among 86,000; inhibition, % at 25.6 µM; Estrogen receptor beta (Homo sapiens), Q92731;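 active = compounds whose percent inhibition of the receptor-coactivator binding signal exceeds about 50% in the single-dose screen, limit read from the data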;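 also: 0% = receptor plus peptide wells without compound and 100% = peptide-only wells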
Target sequence (Q92731 whole entry, looked up, the tested form may be a part): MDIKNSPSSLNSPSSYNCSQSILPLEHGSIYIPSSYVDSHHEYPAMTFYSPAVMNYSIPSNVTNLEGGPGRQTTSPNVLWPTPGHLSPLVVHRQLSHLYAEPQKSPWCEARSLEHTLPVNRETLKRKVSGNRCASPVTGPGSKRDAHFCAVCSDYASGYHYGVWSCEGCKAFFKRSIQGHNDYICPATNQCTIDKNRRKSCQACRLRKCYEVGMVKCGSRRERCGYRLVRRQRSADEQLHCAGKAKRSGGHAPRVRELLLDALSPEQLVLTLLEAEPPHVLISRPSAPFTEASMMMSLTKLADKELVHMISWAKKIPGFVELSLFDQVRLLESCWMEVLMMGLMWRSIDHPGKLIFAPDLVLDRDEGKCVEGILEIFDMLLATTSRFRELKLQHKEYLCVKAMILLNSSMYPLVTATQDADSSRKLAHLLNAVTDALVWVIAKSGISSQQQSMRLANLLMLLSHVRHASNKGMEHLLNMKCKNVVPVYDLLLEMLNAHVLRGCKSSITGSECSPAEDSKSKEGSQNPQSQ
cytoskel mod: modifiers of F-actin cytoskeleton organization, primary screen, imaging, HUVEC, phalloidin staining, high-content imaging; HUVEC TNFa F-actin phalloidin imaging; inhibition, % at 2 µM; hit rate 0.18% among 91,000; AID 836, 2007;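 active = inhibition above the batch mean plus 3 SD and confirmed as a hit by visual image inspection, cut at about 30% in these data, passing the limit was not always enough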; also: strong numbers were not always called active
VCAM1 TNFa inh: inhibitors of TNFa-induced VCAM1 expression, primary screen, imaging, HUVEC, TNFa stimulus, immunofluorescence | HUVEC TNFa-induced VCAM-1 immunofluorescence, high-content imaging | inhibition, % at 2 µM | hit rate 0.48% among 95,000;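 active = inhibition above the batch mean plus 3 SD, with images confirmed as a hit by eye, cut at about 37% in these data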;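 also: 0% = TNF-stimulated DMSO wells and 100% = unstimulated control wells; not every result past the cut was called active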
sEH act: soluble epoxide hydrolase activators, primary screen, biochemical, human sEH; purified human sEH enzymatic activity, activator screen; activation, % at 2 µM; Bifunctional epoxide hydrolase 2 (Homo sapiens), P34913; hit rate 0.04% among 91,000; AID 717, 2007; in the data active = activation above about 37%; also: values of inactives mirror those of a sister screen read the other way
IL1B cytotox: cytotoxicity in IL-1B stimulated HUVEC, primary screen, cytotoxicity control for IL-1B NFkB translocation project, imaging, Hoechst nuclear count, IL-1B stimulus; HUVEC cell count loss; cell count reduction, % at 2 µM; hit rate 0.41% among 94,000; AID 845, 2007;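 active = cell count reduction more than 3 SD above the screen-wide mean, cut at about 70% in these data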;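 also: normalized per plate to untreated control cells as the no-loss baseline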
HUVEC tox TNFa: cytotoxicity in TNFa-stimulated HUVEC, primary screen, cytotoxicity control for VCAM1 expression modulator project, imaging, Hoechst nuclei count; hit rate 0.17% among 93,000; HUVEC TNFalpha-stimulated, Hoechst cell count; cell count reduction, % at 2 µM;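 active = cell count reduction exceeding the screen mean by over 5 SD, scaled to untreated wells per plate, cut at about 78% in these data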;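 also: cells counted after 24 h of TNF alpha exposure following the 1 h pretreatment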
Smad3 FoxH1 inh: Smad3/FoxH1 peptide binding inhibitors, primary screen, biochemical, TR-FRET | Mothers against decapentaplegic homolog 3 (Homo sapiens), P84022 | TR-FRET Smad3/Dy647-FoxH1 peptide binding, europium anti-His | inhibition, % at 25 µM | hit rate 0.29% among 88,000 | AID 630, 2007;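 active = compounds that reduce the energy-transfer binding signal between the protein and its labelled peptide by more than half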;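 also: 0% = Smad3 plus labelled peptide maximal FRET and 100% = peptide-only background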
Target sequence (P84022 whole entry, looked up): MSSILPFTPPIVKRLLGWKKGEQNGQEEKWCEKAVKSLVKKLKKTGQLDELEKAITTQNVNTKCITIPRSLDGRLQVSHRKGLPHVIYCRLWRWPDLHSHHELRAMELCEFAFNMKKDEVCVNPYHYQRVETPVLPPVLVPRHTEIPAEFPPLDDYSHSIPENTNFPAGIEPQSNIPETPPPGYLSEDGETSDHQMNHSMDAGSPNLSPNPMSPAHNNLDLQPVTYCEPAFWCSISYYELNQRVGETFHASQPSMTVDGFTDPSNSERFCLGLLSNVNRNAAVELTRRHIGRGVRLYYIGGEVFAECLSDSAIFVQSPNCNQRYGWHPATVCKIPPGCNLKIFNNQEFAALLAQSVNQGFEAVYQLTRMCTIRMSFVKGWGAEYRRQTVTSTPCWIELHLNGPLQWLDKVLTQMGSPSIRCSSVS
The depositor's hits bear a star; / = not tested or not shown; [ ] = another dose, or the depositor's remark. Not all compounds are listed. The share of hits here may be higher or lower than overall.

No.	smiles	Candida biofilm	sEH inhibitor	ERb coact inh	cytoskel mod	VCAM1 TNFa inh
1	CCOC(=O)C1CCN(C(=O)Nc2ccc3snnc3c2)CC1	/	44	/	-1	1
2	CN(C)CCNC(=O)c1ccc(-c2nn(C)c(=O)c3ccccc23)cc1	7	-9	-7	7	1
3	COC(=O)C1=C(C)NC2=C(C(=O)CC(C)(C)C2)C1c1ccccn1 (stereo unspecified)	5	8	-1	6	-12
4	CCc1ccc2oc(-c3cc(N)ccc3O)nc2c1	8	-1	2	-6	39*
5	CC1CCCCN1C(=O)COc1ccc(NC(=O)c2ccco2)cc1 (stereo unspecified)	/	5	-10	-9	-1
6	CC1CN(Cc2nc3c(c(=O)n(C)c(=O)n3C)n2CC(=O)c2ccccc2)CC(C)O1 (stereo unspecified)	-5	5	3	7	11
7	CCC1CCCCN1CC(=O)c1c(C)[nH]c2ccccc12 (stereo unspecified)	3	-15	-27	-9	3
8	COc1ccc([N+](=O)[O-])cc1N(CC(O)CN(CC(C)C)CC(C)C)S(=O)(=O)c1ccccc1 (stereo unspecified)	/	2	/	-6	-19
9	COc1ccc(NC(=O)N2CCN(c3nc(-c4cccc(OC)c4)cs3)CC2)cc1	8	15	4	34	7
10	COc1ccc2nc(N3CCC(O)CC3)c(C#N)cc2c1	6	11	14	7	15

No.	sEH act	IL1B cytotox	HUVEC tox TNFa	Smad3 FoxH1 inh
1	-42	-7	-16	/
2	8	11	-39	22[fluorescence artefact?]
3	-5	-27	0	18[fluorescence artefact?]
4	1	-23	0	13
5	-6	4	-26	-12
6	-2	-16	-35	-2
7	13	-4	-38	3
8	0	-10	/	/
9	-17	1	-16	11
10	-12	-1	30	-4

(continued)
No.	smiles	Candida biofilm	sEH inhibitor	ERb coact inh	cytoskel mod	VCAM1 TNFa inh
11	Cc1onc(-c2ccccc2Cl)c1C(=O)Nc1ccc(CN2CCCC2)cc1	7	-17	21	-17	6
12	CSc1ccc(CNc2cccc3ccccc23)cc1	/	10	/	-3	27
13	Cc1ccc(N(CC(=O)Nc2cccc(C)c2)S(=O)(=O)c2cccc3nonc23)cc1	4	-1	5	4	0
14	CC1(C)OC(=O)C(=CNn2cnc3ccccc3c2=O)C(=O)O1	-3	14	-4[fluorescence artefact?]	/	4
15	CCn1nnnc1SCC(=O)NCc1ccco1	/	-8	-3	-6	-16
16	O=[N+]([O-])c1cc(-n2cnnn2)ccc1N1CCC(Cc2ccccc2)CC1	/	5	/	-12	-19
17	CN(CCc1ccccn1)C(=O)Nc1ccc(Cl)cc1	/	8	/	-9	11
18	Cc1ccc(-n2c(N)c(-c3nc4ccccc4n3C)sc2=S)cc1	3	-24	-4	10	8
19	O=C(COC(=O)c1ccc2c(c1)OCCO2)Nc1cc(Cl)ccc1Cl	5	4	22[fluorescence artefact?]	0	8
20	CC(C)C(=O)N1CCN(c2ccccc2N)CC1	7	13	5	11	0

No.	sEH act	IL1B cytotox	HUVEC tox TNFa	Smad3 FoxH1 inh
11	17	10	6	-4
12	-9	-11	-7	/
13	4	-5	20	-5
14	-13	-81	-31	0
15	8	7	-52	3[fluorescence artefact?]
16	-7	4	-12	/
17	-9	14	10	/
18	21	6	-2	5
19	-5	-6	-9	-2
20	-14	2	-9	-2

(more compounds)
No.	smiles	Candida biofilm	sEH inhibitor	ERb coact inh	cytoskel mod	VCAM1 TNFa inh
21	CCCCOC(=O)c1ccc(NC(=O)C(=O)NCC2CCCO2)cc1 (stereo unspecified)	/	-12	/	-6	-15
22	CCOC(=O)c1cnc(-n2nc(C)cc2C)nc1NCCO	4	-10	-6	-10	5
23	CC(C)Cn1c(N2CCN(C(=O)c3cccs3)CC2)nc2ccccc21	5	4	-14[fluorescence artefact?]	40	-2
24	NC(=O)Cn1c(=O)n(Cc2ccco2)c(=O)c2c3c(sc21)CCCCC3	3	2	90*[fluorescence artefact?]	9	10
25	O=C(Cc1cccs1)N1CCN(c2ccccn2)CC1	7	26	5	-5	1
26	COc1ccc(C(=O)CSc2nc3nc(C)cc(C)c3c(=O)[nH]2)cc1OC	-3	-1	0[fluorescence artefact?]	20	4
27	Cc1nc(NCC2CCCO2)nc2c1C(=O)CC(C)C2 (stereo unspecified)	7	6	-3	-3	16
28	COC(=O)c1sccc1NC(=O)CSc1ccccc1NS(=O)(=O)c1ccc(Cl)cc1	/	-8	/	-26	2
29	N=c1sc2ccccc2n1-c1ccccc1	9	7	-6	6	3
30	COc1ccc(CNc2oc(COc3ccccc3)nc2C#N)cc1	7	2	-18	7	-14

No.	sEH act	IL1B cytotox	HUVEC tox TNFa	Smad3 FoxH1 inh
21	15	36	10	/
22	9	-3	-4	-7
23	-2	21	-17	3
24	1	10	-1	11
25	-28	-63	-10	3
26	4	21	-9	-7
27	-8	-37	12	-2
28	10	-11	-17	/
29	-6	-29	14	-6
30	0	3	-21	3

(listing goes on)
No.	smiles	Candida biofilm	sEH inhibitor	ERb coact inh	cytoskel mod	VCAM1 TNFa inh
31	CCOC(=O)CC1C(=O)NC2CCCCC2N1C(=O)Nc1ccc(Cl)cc1 (stereo unspecified)	10	-5	-4	5	10
32	CC(C)(C)C(=O)COC(=O)c1ccccc1O	/	4	/	-1	22
33	O=C(NCc1cccs1)Nc1cccs1	2	/	-1[fluorescence artefact?]	-34	0
34	CCOC(=O)CC(=O)CSc1nc(-c2ccccc2)cc(-c2ccc(Cl)cc2)c1C#N	/	6	/	-3	-28
35	COc1ccc(Nc2sc(C(=O)c3ccc(Cl)cc3)c(N)c2C(=O)Nc2ccccc2OC)cc1	/	-16	/	-1	14
36	N#Cc1sc2nc(-c3cccs3)cc(-c3ccc(Cl)cc3)c2c1N	/	-5	/	33	0
37	CCNCc1nc2cc(OC)c(OC)cc2c(=O)[nH]1	/	4	/	-1	-2
38	O=C(c1ccc(F)cc1)N(Cc1ccccc1)C1CCS(=O)(=O)C1 (stereo unspecified)	3	1	-4[fluorescence artefact?]	8	6
39	O=C1CCCC2=C1C(c1ccco1)Nc1ccc3ccccc3c12 (stereo unspecified)	4	9	89*[fluorescence artefact?]	-3	12
40	O=C(c1ccccc1F)N1CCN(Cc2cccc(Cl)c2)CC1	7	7	4	-6	-9

No.	sEH act	IL1B cytotox	HUVEC tox TNFa	Smad3 FoxH1 inh
31	6	-50	-13	-2
32	-1	1	12	/
33	/	-13	-16	1
34	-5	-22	/	/
35	19	14	6	/
36	5	/	-11	/
37	-4	-5	-7	/
38	2	-12	37	13[fluorescence artefact?]
39	-8	-10	-30	-3
40	-8	-12	-7	11[fluorescence artefact?]

More records.
No.	smiles	Candida biofilm	sEH inhibitor	ERb coact inh	cytoskel mod	VCAM1 TNFa inh
41	O=C(Nc1nc2ccc(Cl)cc2s1)c1ccc(Br)o1	/	-10	/	5	-29
42	CC(NC(=O)Nc1ccc(Cl)cc1)C(c1cccs1)N1CCOCC1 (stereo unspecified)	10	22	-4[fluorescence artefact?]	-6	8
43	O=C(Nc1ccc(Br)cc1)c1ccccc1CC[N+](=O)[O-]	/	11	/	0	-3
44	COc1ccccc1-c1ccc(Nc2ccc(C(=O)N3CCOCC3)cc2)nn1	5	8	-9	-4	12
45	CCOC(=O)NC(NCCc1ccccc1)(C(F)(F)F)C(F)(F)F	5	-10	-12	3	13
46	C=CCN(CC=C)S(=O)(=O)c1ccc(F)cc1	4	0	1	10	-13
47	Cc1oc(-c2ccc(Cl)cc2)nc1CS(=O)CC(=O)NCc1cccs1 (stereo unspecified)	0	0	-13	14	22
48	CCOC(=O)/C=c1\s/c(=C(\C#N)C(=O)NC)n(-c2ccccc2)c1=O	2	-2	-6	4	18
49	COc1ccc(OCc2nnc(SCC(=O)N3c4ccccc4Sc4ccc(Cl)cc43)o2)cc1	/	3	/	-7	-6
50	COc1cccc(CC(NC(C)=O)C(=O)NC2CCN(S(=O)(=O)c3ccc4ccccc4c3)CC2)c1 (stereo unspecified)	-2	8	-6	12	1

No.	sEH act	IL1B cytotox	HUVEC tox TNFa	Smad3 FoxH1 inh
41	8	-13	/	/
42	-22	6	-25	-1
43	-10	-21	-14	/
44	-4	-23	-6	3
45	13	1	/	5
46	4	-14	-5	11
47	0	8	-13	8
48	3	/	-15	20
49	0	-30	-6	/
50	-9	13	-10	6

New compounds follow.
No.	smiles	Candida biofilm	sEH inhibitor	ERb coact inh	cytoskel mod	VCAM1 TNFa inh
51	O=C(NC(Cc1ccccc1)c1ccc2c(c1)OCCCO2)c1ccc(F)cc1 (stereo unspecified)	/	28	/	8	-1
52	COC(=O)c1ccc(C2C(C#N)=C(N)Oc3cc(C)n(C)c(=O)c32)cc1 (stereo unspecified)	11	-3	7[fluorescence artefact?]	-8	-16
53	Clc1cc(Sc2ccc(Br)cc2)nnc1-c1ccccc1	/	-8	/	-23	-3
54	CCC(C)Nc1nc2c(c(=O)n(C)c(=O)n2C)n1Cc1cccc(C)c1 (stereo unspecified)	6	8	-3	0	8

No.	sEH act	IL1B cytotox	HUVEC tox TNFa	Smad3 FoxH1 inh
51	-28	-6	4	/
52	2	-33	4	4
53	14	13	-4	/
54	-3	22	-15	6

An excerpt of these results, field by field:
53. Clc1cc(Sc2ccc(Br)cc2)nnc1-c1ccccc1
  Candida biofilm: /
  sEH inhibitor: -8
  ERb coact inh: /
  cytoskel mod: -23
  VCAM1 TNFa inh: -3
  sEH act: 14
  IL1B cytotox: 13
  HUVEC tox TNFa: -4
  Smad3 FoxH1 inh: /

52. COC(=O)c1ccc(C2C(C#N)=C(N)Oc3cc(C)n(C)c(=O)c32)cc1 (stereo unspecified)
  Candida biofilm: 11
  sEH inhibitor: -3
  ERb coact inh: 7[fluorescence artefact?]
  cytoskel mod: -8
  VCAM1 TNFa inh: -16
  sEH act: 2
  IL1B cytotox: -33
  HUVEC tox TNFa: 4
  Smad3 FoxH1 inh: 4

54. CCC(C)Nc1nc2c(c(=O)n(C)c(=O)n2C)n1Cc1cccc(C)c1 (stereo unspecified)
  Candida biofilm: 6
  sEH inhibitor: 8
  ERb coact inh: -3
  cytoskel mod: 0
  VCAM1 TNFa inh: 8
  sEH act: -3
  IL1B cytotox: 22
  HUVEC tox TNFa: -15
  Smad3 FoxH1 inh: 6

51. O=C(NC(Cc1ccccc1)c1ccc2c(c1)OCCCO2)c1ccc(F)cc1 (stereo unspecified)
  Candida biofilm: /
  sEH inhibitor: 28
  ERb coact inh: /
  cytoskel mod: 8
  VCAM1 TNFa inh: -1
  sEH act: -28
  IL1B cytotox: -6
  HUVEC tox TNFa: 4
  Smad3 FoxH1 inh: /

Screening data: PubChem BioAssay, several laboratories
